Screens: PubChem, several laboratories
sEH inhibitor – inhibitors of human soluble epoxide hydrolase; P34913; recombinant human sEH enzymatic activity assay; inhibition, % at 2 µM; AID 707; 91,000 tested, 0.34% active; in the data active means inhibition above about 80%; further: values of inactives mirror those of a sister screen read the other way; many of its hits are not listed in these tables
Target sequence (P34913 whole entry, looked up): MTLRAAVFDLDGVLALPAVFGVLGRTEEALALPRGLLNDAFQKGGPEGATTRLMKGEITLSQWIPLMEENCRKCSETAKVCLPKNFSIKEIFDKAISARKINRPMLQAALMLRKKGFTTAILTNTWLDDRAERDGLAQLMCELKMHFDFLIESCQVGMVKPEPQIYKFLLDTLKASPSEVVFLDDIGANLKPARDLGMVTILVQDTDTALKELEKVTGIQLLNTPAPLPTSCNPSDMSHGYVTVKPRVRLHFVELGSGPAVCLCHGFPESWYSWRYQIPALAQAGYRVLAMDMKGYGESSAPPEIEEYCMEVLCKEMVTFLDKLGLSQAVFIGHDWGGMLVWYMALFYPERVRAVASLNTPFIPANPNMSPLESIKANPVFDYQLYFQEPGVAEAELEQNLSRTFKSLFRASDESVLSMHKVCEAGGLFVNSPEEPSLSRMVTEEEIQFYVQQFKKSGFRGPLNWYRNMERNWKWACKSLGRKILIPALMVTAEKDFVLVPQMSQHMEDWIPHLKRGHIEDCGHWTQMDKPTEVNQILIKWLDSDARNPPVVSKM
S1P2 blocker – S1P2 (human) receptor antagonism; AID 736; O95136; 97,000 tested, 0.21% active; cell-based S1P2 antagonist assay, inhibition at 5 uM; inhibition, % at 5 µM; in the data active means inhibition above about 45%;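 further: CRE beta-lactamase reporter cells expressing human S1P2 stimulated with S1P; 0% = agonist at EC80 alone and 100% = agonist plus reference antagonist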
Target sequence (O95136 whole entry, looked up): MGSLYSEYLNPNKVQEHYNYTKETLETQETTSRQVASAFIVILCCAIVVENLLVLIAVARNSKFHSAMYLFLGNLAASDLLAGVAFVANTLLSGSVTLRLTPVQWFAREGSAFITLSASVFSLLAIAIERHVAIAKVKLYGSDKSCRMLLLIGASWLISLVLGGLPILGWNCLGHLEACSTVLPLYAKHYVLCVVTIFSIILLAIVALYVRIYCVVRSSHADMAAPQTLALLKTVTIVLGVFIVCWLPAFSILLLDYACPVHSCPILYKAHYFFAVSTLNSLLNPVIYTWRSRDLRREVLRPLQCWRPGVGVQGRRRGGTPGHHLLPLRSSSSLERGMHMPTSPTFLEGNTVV
DAT uptake mod – changed human dopamine transporter uptake under cocaine IC80; AID 449768; LLC-PK1 hDAT cells, [14C]-dopamine uptake with cocaine IC80; actives deviate in either direction; 110,000 tested, 1.3% active; B-score at 10 µM;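 active means Z score or B-score, a plate-position-corrected score, falls beyond the plate's 99.7% confidence bounds, in either direction; inactive means both scores lie inside the 99.7% bounds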;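 further: scored against the spread of the other compound wells on the same plate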
sEH activator – soluble epoxide hydrolase (human) activation | purified human sEH enzymatic activity, activator screen | activation, % at 2 µM | 91,000 tested, 0.04% active | AID 717; in the data active means activation above about 37%; further: values of inactives mirror those of a sister screen read the other way
CYP2C19 inh – inhibitors of human CYP2C19; CYP2C19 Supersomes, luciferin-H EGE luminescence, 30 min; inhibition, % at 5 µM; 96,000 tested, 21% active; AID 778;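 active means CYP2C19 inhibition above a set limit at 5 µM in the primary screen, cut at about 50% in these data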;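 further: plate controls were negative control wells for no effect and 2.5 mM tranylcypromine positive control for full effect; values of inactives mirror those of a sister screen read the other way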
CYP2C19 activ – cytochrome P450 2C19 (human) activation. recombinant CYP2C19, luciferin-H EGE luminescence; hits give high values; 0 = fully inhibited enzyme, 1 = untreated enzyme. P33261. 96,000 tested, under 10 active. activation factor at 5 µM. AID 1025;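 active means activation factor of at least 2 at 5 µM in the primary screen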;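 further: 0 = wells with 2.5 mM tranylcypromine and 1 = vehicle-only wells; values of inactives mirror those of a sister screen read the other way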
PostGolgi yeast – growth inhibition of a yeast mutant, post-Golgi transport screen; post-Golgi transport phenotypic cell assay; inhibition, % at 10 µM; 98,000 tested, 0.9% active;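 further: yeast cells grown in 1536-well plates; yeast grown about 18 h at 30C before absorbance read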
S1P2 ag – agonists of human S1P2 receptor | O95136 | S1P2-expressing cell line, agonist reporter read-out | activation, % at 4.5 µM | 97,000 tested, 0.46% active | AID 729; in the data active means activation above about 16%;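 further: 0% = vehicle low control and 100% = maximal reference agonist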
PostGolgi ctrl – growth of the yeast control strain, post-Golgi counter-screen. 98,000 tested, 5% active. inhibition, % at 10 µM. efflux-deficient yeast background strain, growth absorbance A615, 16 h. AID 738
The depositor's hits bear a star; / = no result given. Unless noted, no stated cut-off is given here; in the data, active means inhibition above about 30%; inactive means the rest.

(1) CN(CC1CCCO1)S(=O)(=O)c1ccc(C(=O)Nc2nc(-c3ccccn3)cs2)cc1 (centres undefined)
(2) C=CCn1c(SCC(=O)Nc2ccc(C(=O)OC(C)C)cc2)nnc1-c1cccs1
(3) CC(C)(C)c1nn(-c2ccccc2)c2[nH]c(=O)c(CNCc3ccc4c(c3)OCO4)cc12
(4) Clc1ccc(NC2=NCCCCC2)cc1
(5) CC1CC(Nc2ccccc2N)=CC(=O)O1 (centres undefined)
(6) CC(=O)C1=C(C)NC(C)=C(C(C)=O)C1c1cccs1
(7) Cc1ccc(-n2ncc3c(=O)n(CC(=O)N4CCCc5ccccc54)cnc32)cc1C
(8) COCC(C)NS(=O)(=O)c1ccc(NC(=O)C(Cc2ccccc2)NC(N)=O)cc1 (centres undefined)

assay / entry	1	2	3	4	5	6	7	8
sEH inhibitor	0	/	-9	6	-6	3	-18	-10
S1P2 blocker	-5	/	-1	22	7	18	3	12
DAT uptake mod	2.7*	-0.51	1.5	-0.17	0.013	0.26	0.27	0.6
sEH activator	0	/	3	-4	9	-4	16	9
CYP2C19 inh	13	14	13	8	2	94*	/	16
CYP2C19 activ	0.9	0.9	0.9	0.9	1	0.1	/	0.8
PostGolgi yeast	5	-6	-10	-1	6	-4	/	-1
S1P2 ag	-6	/	-2	-6	-5	-1	-4	-6
PostGolgi ctrl	22	-10	11	-2	3	-9	/	3

Shown as a hit in DAT uptake mod, among the entries above:
nr | SMILES | sEH inhibitor | S1P2 blocker | DAT uptake mod | sEH activator | CYP2C19 inh | CYP2C19 activ | S1P2 ag
1 | CN(CC1CCCO1)S(=O)(=O)c1ccc(C(=O)Nc2nc(-c3ccccn3)cs2)cc1 (centres undefined) | 0 | -5 | 2.7* | 0 | 13 | 0.9 | -6

(next part)
(9) CCC(C)C(NC(=O)C1CCC(C)CC1)C(=O)NC(CCSC)C(=O)OC (centres undefined)
(10) CCC(=O)N1CCN=C1SCc1ccccc1Cl
(11) CCOc1ccc(CC(=O)Nc2ccc(S(=O)(=O)Nc3cc(C)on3)cc2)cc1OCC
(12) CCOc1ccc(Oc2ccc(-c3nnc(-c4ccccc4)o3)cc2[N+](=O)[O-])cc1
(13) FC(F)(F)c1cccc(CON=C2CCN(c3ncc(C(F)(F)F)cc3Cl)CC2)c1
(14) O=C(Nc1ccccc1Cl)c1cc(S(=O)(=O)N2CCCC(C(=O)O)C2)ccc1F (centres undefined)
(15) O=C(CCCCCN1C(=O)c2ccccc2C1=O)Nc1nccs1
(16) COC(=O)c1[nH]c2ccc(Br)cc2c1NC(=O)C(C)N1CCN(C2CCCCC2)CC1 (centres undefined)

assay / entry	9	10	11	12	13	14	15	16
sEH inhibitor	8	0	/	/	-16	14	1	-9
S1P2 blocker	0	-8	25	12	11	21	-16	14
DAT uptake mod	0.19	1.4	/	-1.3	-0.016	-1.1	1.1	1
sEH activator	-10	3	/	/	18	-14	-1	8
CYP2C19 inh	0	70*	2	12	32	0	6	37
CYP2C19 activ	1	0.3	1	0.9	0.7	1	0.9	0.6
PostGolgi yeast	1	-3	-26	-6	-3	-5	13	0
S1P2 ag	-3	-4	-6	-4	0	0	-4	-6
PostGolgi ctrl	23	-8	14	-10	5	7	15	11

(17) Cc1sc(NC(=O)c2cccs2)c(C(=O)OC(C)C)c1C
(18) COc1ccc2[nH]c(=O)c(CN(CC3CCCO3)C(=O)Nc3ccc(F)cc3)cc2c1 (centres undefined)
(19) c1coc(CN(Cc2cccs2)Cc2nnnn2C2CCCCC2)c1
(20) O=C(CCCCn1c(=O)[nH]c2ccccc2c1=O)NCc1ccc2c(c1)OCO2
(21) Cn1ncc(Br)c1C(=O)N/N=C/c1ccc(OS(=O)(=O)c2ccccc2)cc1
(22) COc1ccc(CCn2c(=O)[nH]c3cc(C(=O)NCCc4ccccc4)ccc3c2=O)cc1OC
(23) Cc1cccc(Cn2cnc3c(NS(C)(=O)=O)c(C)c(C)cc32)c1
(24) CCCC(=O)N1c2ccccc2C(N(C(C)=O)c2ccccc2)CC1C (centres undefined)

assay / entry	17	18	19	20	21	22	23	24
sEH inhibitor	-5	-14	-6	22	2	34	4	-8
S1P2 blocker	-21	4	-9	0	20	-5	3	16
DAT uptake mod	-0.58	0.26	-0.43	-0.15	-0.17	0.32	0.0095	0.61
sEH activator	5	17	8	-22	-4	-31	-3	10
CYP2C19 inh	/	49	/	28	/	-15	42	17
CYP2C19 activ	/	0.5	/	0.7	/	1.1	0.6	0.8
PostGolgi yeast	/	-1	-4	-10	/	-7	-8	4
S1P2 ag	13	-11	-5	-9	4	-9	-1	-7
PostGolgi ctrl	/	5	25	1	/	2	9	11

(25) CC1(C)CC(=O)C(C=NCCCn2ccnc2)=C(O)C1
(26) O=C(Nc1ccc(Oc2ncccn2)cc1)c1ccco1
(27) Cc1cc(C)c(C)c(S(=O)(=O)N2CCN(C(=O)c3cc(=O)[nH]c4ccccc34)CC2)c1C
(28) CC(C)(NO)/C(=N\O)c1ccc(Cl)cc1
(29) CCOC(=O)C1=C(c2ccccc2)N(C)C(=O)NC1c1ccc(OC(F)F)c(OC)c1 (centres undefined)
(30) Cc1cc(C)cc(N(CC(=O)NCC2CCCO2)S(=O)(=O)c2c(C)noc2C)c1 (centres undefined)
(31) CC1CCCC(NC(=O)CSc2ncccc2C(=O)O)C1C (centres undefined)
(32) O=C(c1noc2c1CCCC2)N1CCCCC1

assay / entry	25	26	27	28	29	30	31	32
sEH inhibitor	-4	-4	-2	14	34	/	-12	/
S1P2 blocker	1	4	8	0	5	8	14	/
DAT uptake mod	-0.47	1.3	1.7	-0.97	1.5	0.037	-0.85	-0.036
sEH activator	3	6	3	-14	-32	/	10	/
CYP2C19 inh	48	/	50	10	69*	83*	-9	20
CYP2C19 activ	0.5	/	0.5	0.9	0.3	0.2	1.1	0.8
PostGolgi yeast	14	2	-13	0	-1	3	0	4
S1P2 ag	-4	-9	-6	-8	-3	-7	-5	/
PostGolgi ctrl	2	10	0	0	8	21	-2	0

(33) O=C(O)CCCC(=O)Nc1cccc2cccnc12
(34) CCOC(=O)c1c(N)sc2c1CCS(=O)(=O)C2
(35) Cc1ccc(S(=O)(=O)N/N=C/c2ccc(OC3CSC3)cc2)cc1
(36) Cc1sc(NC(=O)c2cccc([N+](=O)[O-])c2)c(C(N)=O)c1-c1ccc(C(C)(C)C)cc1
(37) COCCCNc1oc(COc2ccc(Cl)cc2Cl)nc1C#N
(38) Cn1c2c(c(=O)n(C)c1=O)C(c1cccc([N+](=O)[O-])c1)Nc1ccccc1O2 (centres undefined)
(39) O=C(NCCc1ccccc1)C1CCCN(S(=O)(=O)c2cnc[nH]2)C1 (centres undefined)
(40) CCN(CC)S(=O)(=O)c1cc(C(=O)NC2CCCCC2)ccc1C

assay / entry	33	34	35	36	37	38	39	40
sEH inhibitor	-15	/	-6	-3	8	-1	/	/
S1P2 blocker	2	-14	-8	-12	6	-2	0	/
DAT uptake mod	-1.9	0.73	-0.4	-1.8	2.2*	0.18	-1.1	0.53
sEH activator	14	/	4	5	-10	5	/	/
CYP2C19 inh	5	6	1	-6	99*	19	85*	43
CYP2C19 activ	1	0.9	1	1.1	0	0.8	0.2	0.6
PostGolgi yeast	8	3	-10	-8	-4	0	-15	1
S1P2 ag	-7	-6	-6	-5	-4	-5	-1	/
PostGolgi ctrl	-3	20	-1	13	13	8	1	1

(41) COc1ccc(C2CC(=O)C3=C(C2)Nc2ncnn2C3c2ccccc2C)cc1 (centres undefined)
(42) Cc1ccc2[nH]c3c(c2c1)CCCC3=O
(43) Cc1ccc(C(C(=O)NC2CCCCC2)N2CCN(C(=O)c3ccco3)CC2)cc1 (centres undefined)
(44) Cc1nc2cc(N3CCOCC3)c(NC(=O)C3CC3)cc2c(=O)n1Cc1ccccc1
(45) COC(=O)CN(c1ccc(OC)c(OC)c1)S(C)(=O)=O
(46) COc1cccc(NC(=O)CSc2nc3ccccc3cc2Cc2ccccc2)c1
(47) O=C1NN(c2ccccc2)C(=O)/C1=C\c1cccn1-c1ccc(Cl)c([N+](=O)[O-])c1
(48) O=C(NCc1cccnc1)c1cccc2c1C(=O)N(Cc1cccnc1)C2

assay / entry	41	42	43	44	45	46	47	48
sEH inhibitor	6	4	4	-3	12	-3	16	-11
S1P2 blocker	-3	4	-11	-51	1	7	-25	2
DAT uptake mod	0.43	0.087	0.82	/	0.019	0.55	0.25	-0.65
sEH activator	-6	0	-1	1	-9	2	-16	11
CYP2C19 inh	24	29	47	16	4	94*	10	76*
CYP2C19 activ	0.8	0.7	0.5	0.8	1	0.1	0.9	0.2
PostGolgi yeast	16	15	-34	/	8	17	-3	0
S1P2 ag	-6	-3	-7	-7	-4	-2	-3	-4
PostGolgi ctrl	7	4	2	/	2	18	-5	3

(49) Nn1c(Cc2ccccc2F)nnc1SCC(=O)N1CC(=O)Nc2ccccc21
(50) COc1cc(OC)c(C2=NOC(C(=O)NCc3ccc4c(c3)OCO4)C2)cc1Cl (centres undefined)
(51) COc1ccc(C2C(C(N)=O)=C(C)Nc3nc(-c4ccccc4Cl)nn32)c(OC)c1 (centres undefined)
(52) CCOC(=O)c1cc(-c2nnc(-c3ccc(Cl)cc3)o2)c(C)nc1C
(53) O=C(COC(=O)[C@H](Cc1c[nH]c2ccccc12)NC(=O)c1ccc(Cl)cc1)Nc1ccc2c(c1)OCO2
(54) O=C(CCc1nc2ccccc2s1)N1CCN(S(=O)(=O)c2cccs2)CC1
(55) CCOC(=O)N1CCC(NC(=O)Cn2cc3c(n2)CCCCC3)CC1
(56) Cc1ccc(-c2nn3c(C)nnc3s2)cc1NC(=O)CSc1ccc(Cl)cc1

assay / entry	49	50	51	52	53	54	55	56
sEH inhibitor	9	/	/	-16	6	11	/	4
S1P2 blocker	-28	0	/	-3	-11	-5	/	-5
DAT uptake mod	0.54	0.63	0.68	-0.25	0.51	0.58	0.049	0.55
sEH activator	-4	/	/	13	-8	-11	/	-1
CYP2C19 inh	/	93*	24	16	47	70*	2	/
CYP2C19 activ	/	0.1	0.8	0.8	0.5	0.3	1	/
PostGolgi yeast	0	3	-6	-8	-6	-2	-13	17
S1P2 ag	-4	-5	/	-2	-1	2	/	0
PostGolgi ctrl	3	9	17	-2	0	4	32*	-1

Among those listed so far, these have a tert-butyl group:
(3) CC(C)(C)c1nn(-c2ccccc2)c2[nH]c(=O)c(CNCc3ccc4c(c3)OCO4)cc12
(36) Cc1sc(NC(=O)c2cccc([N+](=O)[O-])c2)c(C(N)=O)c1-c1ccc(C(C)(C)C)cc1

assay / entry	3	36
sEH inhibitor	-9	-3
S1P2 blocker	-1	-12
DAT uptake mod	1.5	-1.8
sEH activator	3	5
CYP2C19 inh	13	-6
CYP2C19 activ	0.9	1.1
PostGolgi yeast	-10	-8
S1P2 ag	-2	-5
PostGolgi ctrl	11	13

Other compounds
(57) CC(CNCc1ccc2c(c1)OCO2)NCc1ccc2c(c1)OCO2 (centres undefined)
(58) C=CCn1c(SCc2ccc([N+](=O)[O-])cc2)nnc1C(C)NC(=O)c1ccccc1 (centres undefined)
(59) COc1cc(C2Nc3ccccc3C(=O)N2c2ccccc2OC)ccc1O (centres undefined)
(60) COc1ccc(C2C(C(=O)c3sc(C)nc3C)=C(O)C(=O)N2CCN(C)C)cc1OC (centres undefined)
(61) Clc1ccc(CNCCC2=CCCCC2)cc1
(62) O=c1cc2c(nn1Cc1ccccc1Cl)-c1ccccc1CC2
(63) Cc1cc(C)nc(N2CCCC(C(=O)NCc3cccc(C(F)(F)F)c3)C2)n1 (centres undefined)
(64) CC/C(=N\NC(=O)c1csc(C)c1C)c1cccs1
(65) CN1CCc2nc(NC(=O)c3cccc(OC(F)F)c3)sc2C1

assay / entry	57	58	59	60	61	62	63	64	65
sEH inhibitor	/	-28	-14	11	-2	-4	74	49	4
S1P2 blocker	10	4	17	-14	6	-37	1	-7	-22
DAT uptake mod	0.97	0.72	-0.71	0.51	-0.044	-0.048	-1.5	-0.34	-0.76
sEH activator	/	26	11	-10	2	4	-74	-46	-2
CYP2C19 inh	67*	5	41	4	100*	95*	22	75*	22
CYP2C19 activ	0.3	0.9	0.6	1	0	0	0.8	0.3	0.8
PostGolgi yeast	-3	13	3	1	5	14	12	-10	-3
S1P2 ag	-1	-4	-6	-6	-2	-3	-5	-2	1
PostGolgi ctrl	14	-3	18	1	6	43*	1	7	4
